# HTR2A ag: mouse Htr2a agonists via beta-arrestin recruitment, primary screen, cell-based, luminescence. 5-hydroxytryptamine receptor 2A (Mus musculus), P35363. CHO-K1 mHTR2A beta-arrestin complementation; percent of 30 µM serotonin response. activation, % at 7.6 µM. 360,000 tested, 0.66% active. AID 624169, 2012;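 active = activation above a run cutoff, the mean activation of all tested compounds plus 3 SD, cut at about 14% in these data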;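 note: 0% = plate median of compound wells and 100% = 30 µM serotonin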
# Peg3 promoter: Peg3 promoter-driven luciferase inhibitors, primary screen, cell-based, HeLa, luciferase luminescence. 360,000 tested, 1.7% active. HeLa PEG-Prom luciferase reporter, overnight. inhibition, % at 20 µM. AID 588405, 2011;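 active = inhibition of at least 50% at 20 µM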
# MITF TRPM1 inh: inhibitors of MITF-dependent TRPM1 promoter reporter, primary screen, cell-based, SK-MEL-5, single point, luciferase. 330,000 tested, 0.83% active. inhibition, % at 12.5 µM. SK-MEL-5 TRPM1 promoter luciferase, 24 h. AID 488899, 2010;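 active = mean inhibition across replicates of 60% or more, whatever share of single replicates reaches that level; inconclusive = some that reach 60%, reason not given; inactive = mean inhibition across replicates below 60%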; note: values of inactives mirror those of a sister screen read the other way
# Shn3 3UTR inh: reduction of Shn3 3'UTR firefly luciferase signal, primary screen, Schnurri-3 inhibitor project, cell-based, Clone20 osteoblasts, set 2 | Clone20 osteoblast Shn3 3'UTR firefly luciferase, 24 h | inhibition, % at 12.5 µM | 360,000 tested, 0.52% active | AID 588674, 2011;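 active = mean inhibition of at least 75% with every replicate also reaching 75%; inconclusive = mean inhibition at least 75% but some replicate below; inactive = mean inhibition below 75%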;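 note: 0% = median of neutral control wells and 100% = pilot-screen positive control compound; some compounds past the cut are filed as inactive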
# CaV13 ICDI inh: Primary screen for inhibitors of IQ motif and Ca2+-dependent inactivation inhibitor domain binding in CACNA1D, Förster resonance energy transfer in living cells, …; inhibition, % at 12.3 µM; HEK cells, CFP/YFP FRET ICDI-IQ, plate reader, 10 min; percent FRET-ratio fall versus neutral wells; AID 743397; 340,000 tested, 0.098% active;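 active = mean replicate inhibition of at least 30% and at least 1% of replicates passing that level; inconclusive = only one of the two criteria is met; inactive = neither criterion is met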;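 note: 0% = median of the neutral control wells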
# H9c2 protect: cardioprotection against H2O2-induced cell death, primary screen, uHTS, H9c2 cells, ATPLite luminescence. H9c2 cardiomyocytes, H2O2 injury protection, 2 h. protection from H2O2 cell death, % at 20 µM. 360,000 tested, 0.63% active. AID 588492, 2011;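 active = compounds giving at least 50% protection of heart cells from peroxide-induced death in the single-dose screen, raw or plate-pattern-corrected value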;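 note: 0% = DMSO wells with peroxide and 100% = DMSO wells without peroxide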
# NR2E3 ag-1: inhibitors of NR2E3-RetCOR corepressor binding, primary screen, NR2E3 agonist project, biochemical, TR-FRET, GST-NR2E3, biotin-RetCOR. 320,000 tested, 0.12% active. inhibition of corepressor binding, % at 4.78 µM. AID 2300, 2010. Photoreceptor-specific nuclear receptor (Homo sapiens), Q9Y5X4. 1536-well;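 active = percent inhibition above the cutoff of mean plus 3 SD of all tested compounds, set per screening campaign, cut at about 20% in these data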;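 note: 0% = DMSO wells and 100% = biotin wells as full block of FRET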
# Target sequence (Q9Y5X4 whole entry, looked up): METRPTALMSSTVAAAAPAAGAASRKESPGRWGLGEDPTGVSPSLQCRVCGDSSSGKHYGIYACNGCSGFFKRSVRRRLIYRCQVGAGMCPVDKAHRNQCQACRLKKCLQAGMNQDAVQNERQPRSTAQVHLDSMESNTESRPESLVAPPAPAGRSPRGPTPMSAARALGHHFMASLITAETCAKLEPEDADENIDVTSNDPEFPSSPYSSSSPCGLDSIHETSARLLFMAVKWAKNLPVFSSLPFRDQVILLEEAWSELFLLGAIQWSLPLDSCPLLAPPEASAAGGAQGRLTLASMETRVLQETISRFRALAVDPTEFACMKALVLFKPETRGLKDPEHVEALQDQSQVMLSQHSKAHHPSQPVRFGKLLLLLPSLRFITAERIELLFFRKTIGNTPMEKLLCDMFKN
#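 Test system: GST-NR2E3 and biotin-RetCOR proteins | Quantity: 1.35 nM GST-tagged NR2E3 final | Medium: Tris pH 7.5 | Also added: 7 nM biotin-RetCOR | Dosing: Compound at 4.8 µM, single dose | Timing: 5 h at 4 °C | Detection: Time-resolved FRET | Read-out basis: Percent inhibition | Benchmarks: Biotin wells as high control, 0.6% DMSO wells as low control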
# PDI inh: inhibitors of human PDI, primary screen, biochemical, turbidity, single point, plate reader | inhibition, % at 10 µM | 350,000 tested, 0.052% active | Protein disulfide-isomerase (Homo sapiens), P07237 | PDI insulin aggregation turbidity, A650, 90 min;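 active = mean inhibition across replicates of 30% or more, whatever share of single replicates reach that level; inconclusive = mean inhibition below 30% while every single replicate reaches 30%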;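 note: absorbance from insulin aggregation driven by PDI reduction with DTT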
# Target sequence (P07237 whole entry, looked up): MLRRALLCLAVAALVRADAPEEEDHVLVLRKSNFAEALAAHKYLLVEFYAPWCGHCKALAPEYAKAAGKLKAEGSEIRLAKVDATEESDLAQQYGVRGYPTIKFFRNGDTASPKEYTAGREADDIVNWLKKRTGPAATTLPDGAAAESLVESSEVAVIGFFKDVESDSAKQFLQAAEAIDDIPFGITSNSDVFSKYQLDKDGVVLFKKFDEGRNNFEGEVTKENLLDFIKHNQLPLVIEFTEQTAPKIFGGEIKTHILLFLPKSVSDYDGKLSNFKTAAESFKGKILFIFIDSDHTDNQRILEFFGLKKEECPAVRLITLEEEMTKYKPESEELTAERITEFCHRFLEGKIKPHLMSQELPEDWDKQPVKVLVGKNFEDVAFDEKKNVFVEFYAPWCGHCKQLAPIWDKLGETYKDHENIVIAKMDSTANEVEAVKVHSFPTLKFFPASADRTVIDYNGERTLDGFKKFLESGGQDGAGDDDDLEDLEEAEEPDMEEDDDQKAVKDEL
# NR2E3 ag-2: NR2E3 agonists in two-hybrid cells, primary screen, cell-based, luminescence, CHO-S, Gal4-NCOR/VP16-NR2E3 | 360,000 tested, 0.35% active | luciferase | AID 602229, 2012 | inhibition of corepressor binding, % at 3.98 µM | Photoreceptor-specific nuclear receptor (Homo sapiens), Q9Y5X4;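 active = inhibition above the mean of all tested compounds plus 3 SD, cut at about 70% in these data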;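 note: 0% = DMSO with NR2E3 transfected cells and 100% = cells lacking NR2E3 construct; higher means lower luciferase signal from less NR2E3 corepressor binding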
# HIF-2a inh: HIF-2a reporter inhibitors, primary screen, luminescence, 786-0 RCC cells; 786-0 RCC cells HIF-2a reporter, luciferase luminescence, overnight; inhibition, % at 18.8 µM; 360,000 tested, 0.72% active; AID 624352, 2012;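 active = inhibition of the luminescence signal of 40% or more relative to plate controls, in a single-dose primary screen at 18.75 µM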
# iPSC survival up: enhancers of single-cell hiPSC survival, primary screen, ATPlite luminescence | 100% = ROCK inhibitor wells, 0% = DMSO | survival enhancement, % at 20 µM | 360,000 tested, 0.044% active; in the data active = survival enhancement above about 18%;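 note: cells exposed to compounds for 16 hours before the ATP read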
# * marks the source's active call; other numbers are inactive results; ? = inconclusive; nt = not tested or not shown.
SMILES,HTR2A ag,Peg3 promoter,MITF TRPM1 inh,Shn3 3UTR inh,CaV13 ICDI inh,H9c2 protect,NR2E3 ag-1,PDI inh,NR2E3 ag-2,HIF-2a inh,iPSC survival up
Cc1ccc(Cl)c(OC(=O)Cn2cnc3c2c(=O)n(C)c(=O)n3C)c1,-0.3,2.3,3.4,0.5,-13.8,-3.1,1.5,1.3,-26.3,12.2,5.1
Nc1nc(SCc2ccccc2)sc1C(=O)N1CCCCC1,6.6,-405.7,nt,-51.7,-2.2,-6.4,nt,-4.8,-85.5,-275.5,1.1
Cc1ccc(-n2nc(C(=O)NN)c(C)c(C#N)c2=O)cc1Cl,-1.8,-5.4,13.9,61.9,-4.0,0.4,2.0,3.7,-19.8,30.4,-0.6
CCN(CC(=O)Nc1ccc(NC(C)=O)cc1)C(=O)c1ccc(N2CCCC2)c([N+](=O)[O-])c1,-5.4,-11.5,-11.4,-14.5,-6.3,0.2,nt,-4.8,-3.5,-24.8,0.2
Cc1cccc(C)c1-n1nnnc1C1c2ccccc2C(=O)N1CCCN1CCOCC1 (configuration not stated),2.9,nt,nt,nt,-6.9,nt,nt,nt,-1.2,0.4,0.6
O=C(Nc1ccc(F)cc1F)N1CCN(C(=O)c2ccco2)CC1,-1.1,5.0,-0.7,-0.7,-3.3,-0.7,0.0,-2.5,-7.7,1.0,-0.3
CCOc1cccc(/C=N/NC(=S)Nc2ccccc2[N+](=O)[O-])c1O,7.4,3.7,58.1,23.7,-6.8,23.4,3.2,-3.5,82.7*,47.9*,1.7
Cc1nn(CC(O)CN2c3ccccc3Sc3ccccc32)c(C)c1Br (configuration not stated),2.8,5.0,0.3,4.2,-1.4,2.3,-0.9,4.2,-4.3,18.1,0.2
CCCCOc1c(Cl)cc(C(=O)N(C)CC(=O)Nc2ccc(N3CCOCC3)cc2)cc1OCC,-2.8,8.4,14.9,3.4,-6.7,-2.5,0.6,1.7,6.6,-2.3,0.6
COc1ccc(N(CC(=O)NC(C)(C)C)C(=O)c2ccco2)cc1,2.9,-10.8,10.0,-2.0,-5.6,-3.2,3.6,7.4,-13.3,4.6,-1.1
O=C(N/N=C/c1cccnc1)c1cc(-c2ccc(Cl)cc2)nc2ccccc12,-7.6,16.9,8.7,13.6,-4.6,36.9,3.0,5.3,-41.7,-48.4,-0.2
Cc1cc(C)cc(N(CC(=O)N2CCC(C)CC2)S(C)(=O)=O)c1,-4.8,15.2,3.8,3.0,-2.3,-8.5,0.1,1.3,-8.7,19.5,-0.5
c1ccc(-c2csc(N3CCc4ccccc4C3)n2)cc1,0.0,-177.2,-6.8,-40.2,2.6,3.9,1.8,-2.5,-45.9,-123.0,-1.1
CCOCCCN(Cc1ccco1)C(=O)c1cc2c(=O)[nH]c3ccc(C)cc3c2s1,7.7,26.9,-2.4,18.0,3.7,2.7,0.9,nt,-48.7,-55.4,0.7
Cc1c(C(=O)n2cnc3ccccc32)cccc1[N+](=O)[O-],-1.1,16.0,1.0,10.0,-4.0,15.2,3.8,2.5,-4.9,3.4,0.1
CC1CCN(c2ccc(NC(=O)Cc3ccccc3)cc2)CC1,-4.1,-145.4,-30.2,-6.8,-5.0,-5.6,1.2,-1.4,-62.5,-153.1,2.3
COc1ccc2oc(C(=O)N(C)CCOc3ccc(Cl)cc3)c(C)c2c1,6.5,4.4,-5.0,9.2,nt,1.9,-0.8,5.1,-9.2,-20.8,-0.3
S=C(Nc1ccccc1)Nn1cnnc1,5.0,16.5,0.2,-17.3,-18.2,1.8,2.0,2.3,-1.2,8.8,6.1
Cc1noc(C)c1COc1ccc(C(=O)N2CCN(c3cccc(Cl)c3)CC2)cc1,2.5,-8.0,1.7,5.0,-6.6,-8.2,nt,-6.2,10.4,-11.8,-0.4
Cc1ccc(S(=O)(=O)CCc2nc3ccccc3[nH]2)cc1,1.4,0.0,16.3,-14.0,-2.9,2.5,5.7,4.0,-3.1,15.4,0.3
CC(Oc1ccc(Cl)cc1Cl)C(=O)Nc1ccc(OCC(=O)O)cc1 (configuration not stated),-2.1,-8.4,2.6,-16.3,-3.2,-5.7,-3.4,-0.7,-13.6,10.2,-1.1
COc1ccc(OC[C@@H](O)CNC(=O)c2cccc3c2C(=O)c2ccc(-c4ccc(F)cc4OCc4ccccc4)cc2S3(=O)=O)cc1,-2.0,5.1,0.6,34.1,nt,0.0,nt,-2.9,32.4,7.0,-1.8
CCOC(=O)Nc1ccccc1C(=O)N1CCOCC1,-2.1,16.6,-7.3,-4.7,-3.6,2.0,0.3,-8.4,-6.3,13.0,-3.0
O=C(OCC(=O)N1CCCC1)c1ccc(S(=O)(=O)Nc2ccccc2)cc1,-5.5,16.9,-21.2,12.2,-4.2,1.9,4.0,7.6,-21.3,8.3,-0.5
CC(=O)c1cccc(NC(=O)CSc2ccc(-c3ccco3)nn2)c1,0.6,-23.2,2.3,5.9,-9.0,-3.2,0.4,0.1,-59.7,-21.9,0.2
# Additional compounds
SMILES,HTR2A ag,Peg3 promoter,MITF TRPM1 inh,Shn3 3UTR inh,CaV13 ICDI inh,H9c2 protect,NR2E3 ag-1,PDI inh,NR2E3 ag-2,HIF-2a inh,iPSC survival up
COC/C=C/C1=CC2=CC(=O)C(C)(OC(=O)c3cnc4ccccc4n3)C(=O)C2=CN1Cc1ccco1 (configuration not stated),1.8,2.5,2.9,-6.4,-4.0,0.5,-4.0,1.0,-6.9,6.2,-1.7
COc1cc(/C=N\NC(=O)C2CC3C=CC2C3)ccc1O (configuration not stated),-3.4,-19.1,-4.6,-18.7,-2.8,2.8,2.3,6.6,-5.3,-7.8,-0.2
Cc1cc(S(=O)(=O)N(Cc2ccccc2)Cc2ccc(N(C)C)cc2)ccc1-n1cnnn1,-7.9,6.0,6.9,41.5,-8.8,-2.4,1.4,3.0,-12.2,-0.3,0.1
COC(=O)CN(c1nc(C)cc(OC)n1)S(=O)(=O)c1ccccc1,-3.5,20.1,-10.0,-1.1,nt,19.4,nt,-1.9,12.1,12.7,1.8
COc1ccc(N=Cc2c(O)[nH]c3ccccc23)cc1OC,-0.3,-156.6,0.8,-29.5,-4.4,36.7,-4.5,?,-3.3,-340.7,-0.9
COc1ccc(C(=O)N2CCc3c([nH]c4ccccc34)C2C(F)(F)F)cc1 (configuration not stated),1.8,27.7,-10.5,11.7,-20.5,-2.6,-3.0,-0.3,18.1,17.2,-0.4
CCOP(=O)(c1c(F)c(F)c(F)c(F)c1F)C1(O)CCCCC1 (configuration not stated),4.3,8.7,1.0,8.0,-5.1,14.5,4.3,-9.7,9.8,18.6,1.3
COC(=O)c1sc2nc(C)cc(-c3ccccc3)c2c1N,-0.8,-12.3,-10.8,-6.2,-15.3,-1.2,-1.6,5.6,-12.7,13.0,-1.0
CSc1ccc(CN2CCN(C3CCCC3)C(CCO)C2)cc1 (configuration not stated),0.2,-1.7,-4.8,8.5,-18.1,-5.2,-1.8,3.4,15.7,14.4,0.5
COCCN(C(=S)Nc1c(C)cccc1C)C(C)c1ccco1 (configuration not stated),-1.1,12.3,-6.8,-4.3,-2.2,1.2,2.5,0.6,-44.0,18.0,2.8
Cc1ccc(-c2nnc(-n3nc(C)cc3C)c3ccccc23)cc1,-2.6,19.0,4.9,-10.0,-4.3,-1.5,0.4,-3.6,2.5,19.6,-0.9
Cc1noc(/C=C/N(C)C)c1S(=O)(=O)N1CCCC(C(=O)NC2CCCCC2)C1 (configuration not stated),-0.6,3.1,10.8,15.6,-3.7,3.6,2.0,nt,-11.9,-1.0,0.1
CCOC(=O)CCSc1nc(-c2ccc3c(c2)OCO3)cc(C(F)(F)F)c1C#N,1.2,14.4,17.6,11.1,-7.2,-9.1,-1.7,-2.7,1.4,22.8,0.0
O=C(Nn1cnnc1)c1cc(Cl)cc(Cl)c1,0.4,8.6,-4.8,-1.1,-1.9,-0.9,2.2,9.2,-14.0,13.6,0.0
c1ccc2c(c1)nnn2-c1ncnc2sccc12,9.1,-202.3,-46.6,-65.6,0.6,-4.8,-2.1,1.0,-36.0,-213.7,0.4
C=CCNC(=S)N/N=C(\C)c1cccnc1,3.8,9.2,3.0,-11.1,-19.9,2.6,-3.5,-1.6,-0.8,8.0,-0.5
CS(=O)(=O)N(CC(=O)N1CCCC1)Cc1ccccc1,6.5,3.3,7.2,-3.1,11.5,7.8,-1.2,1.1,-3.7,10.8,-0.8
O=C(Cn1sc2ccccc2c1=O)Nc1ccc(Br)cc1,4.3,-0.1,nt,-18.9,-4.6,-33.4,nt,-6.2,-18.2,6.6,-2.0
Cc1cc(/C=C(\C#N)C(=O)OCC(=O)Nc2ccc(OC(F)F)cc2)c(C)n1CC(C)C,-1.2,-96.0,-5.1,-6.8,-3.3,-8.7,2.2,-0.8,-46.6,-120.0,3.3
CCCNC(=O)c1ccc(N2CCC3(CC2)CC(c2ccc(Cl)cc2)=NO3)c([N+](=O)[O-])c1,3.2,8.9,9.1,47.0,6.1,-8.2,2.8,-1.6,-13.4,-0.7,-3.5
COc1cc(CN(CCc2c(C)[nH]c3ccc(C)cc23)C(=S)NC(C)(C)C)cc(OC)c1OC,-0.1,6.6,nt,4.9,-6.3,-28.3,-1.9,-1.3,2.0,-0.7,-1.1
O=C(O)c1ccc(S(=O)(=O)N2CCC3(CC2)CC(=O)c2ccccc2O3)cc1,18.7*,-5.4,-1.0,-8.1,-6.8,2.1,1.2,-3.4,2.2,0.8,-0.3
Cc1ccc(NC(=O)CC2Oc3ccc(C)cc3NC2=O)cc1 (configuration not stated),-0.2,-0.9,-2.9,-19.8,-1.9,-12.2,nt,nt,-10.5,-4.4,0.5
